Bioassay records (PubChem)
EBV gp42 inh – Epstein-Barr virus gp42 inhibitors, primary screen, biochemical, uHTS, fluorescence polarization; Glycoprotein 42 (Epstein-Barr virus (strain AG876)), Q1HVG2; Fluorescence polarization binding assay, mP read-out; inhibition, % (tested at 21.74 µM); 220,000 tested, 0.42% active; AID 1085, 2008; in the data active = inhibition above about 50%
TbHK1 inh – Trypanosoma brucei hexokinase 1 inhibitors, primary screen, biochemical, G6PDH-coupled NADH absorbance, MLSCN library; 220,000 tested, 0.11% active; recombinant TbHK1, G6PDH-coupled NADH A340; hexokinase 1 [Trypanosoma brucei]; inhibition, % at 10 µM;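 active = inhibition of 50% or more in the single-dose primary screen; inactive = inhibition below 50%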
Thrombin inh – human alpha-thrombin inhibitors, primary screen, counter-screen for coagulation protease inhibitor project, biochemical, 1536-well, fluorogenic AMC substrate | Prothrombin (Homo sapiens), P00734 | Boc-VPR-AMC fluorogenic substrate cleavage | inhibition, % at 5 µM | 220,000 tested, 0.26% active | AID 1046, 2008;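 active = inhibition at or above 40%; inactive = inhibition below 40%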;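 also: 0% = enzyme with no compound and 100% = wells without enzyme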
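System: human alpha-thrombin protein; Compound dosing: one concentration per compound, 5 µM, with 0.2% DMSO; Timing: reaction at room temperature; Technique: AMC fluorescence, 355/460 nm; Controls: enzyme without compound as high, wells lacking enzyme as low.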
PPC-1+TRAIL kill – compounds killing PPC-1 cancer cells with TRAIL present, primary screen, TRAIL potentiator project, ATPLite luminescence, uHTS; PPC-1 cells + TRAIL, ATPLite viability luminescence; cell killing (% activity), % at 4 µM; 220,000 tested, 0.41% active; AID 1443, 2008;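 active = cell killing above 50% in the first pass at 4 µM, then a duplicate retest at 5 µM averaging 50% or more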;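 also: plate controls were cells with TRAIL plus DMSO for no effect and medium-only wells lacking cells for full effect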
m-calpain inh – inhibitors of pig calpain II, primary screen, biochemical, fluorogenic peptide substrate, 1536-well | purified calpain II, 30 min | inhibition, % at 16 µM | 220,000 tested, 0.37% active | AID 1236, 2008;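 active = inhibition above about 50%, limit read from the data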
KCC2 mod – KCC2 cotransporter modulators, thallium flux, primary screen, cell-based, HEK293 KCC2, FluoZin-2 fluorescence, MLSMR. Solute carrier family 12 member 5 (Homo sapiens), Q9H2X9. KCC2 cells, thallium flux FluoZin-2 fluorescence. B-score of Tl+ flux slope (higher = more flux/activation; lower = inhibition) at 10 µM. 190,000 tested, 2.2% active. AID 1456, 2008;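 active = thallium flux slope and its plate-corrected score both differing from the plate sample mean at a set confidence after two filtering rounds, in either direction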;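 also: slope of fluorescence scaled to starting intensity during 10 to 20 s after thallium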
Target sequence (Q9H2X9 whole entry, looked up): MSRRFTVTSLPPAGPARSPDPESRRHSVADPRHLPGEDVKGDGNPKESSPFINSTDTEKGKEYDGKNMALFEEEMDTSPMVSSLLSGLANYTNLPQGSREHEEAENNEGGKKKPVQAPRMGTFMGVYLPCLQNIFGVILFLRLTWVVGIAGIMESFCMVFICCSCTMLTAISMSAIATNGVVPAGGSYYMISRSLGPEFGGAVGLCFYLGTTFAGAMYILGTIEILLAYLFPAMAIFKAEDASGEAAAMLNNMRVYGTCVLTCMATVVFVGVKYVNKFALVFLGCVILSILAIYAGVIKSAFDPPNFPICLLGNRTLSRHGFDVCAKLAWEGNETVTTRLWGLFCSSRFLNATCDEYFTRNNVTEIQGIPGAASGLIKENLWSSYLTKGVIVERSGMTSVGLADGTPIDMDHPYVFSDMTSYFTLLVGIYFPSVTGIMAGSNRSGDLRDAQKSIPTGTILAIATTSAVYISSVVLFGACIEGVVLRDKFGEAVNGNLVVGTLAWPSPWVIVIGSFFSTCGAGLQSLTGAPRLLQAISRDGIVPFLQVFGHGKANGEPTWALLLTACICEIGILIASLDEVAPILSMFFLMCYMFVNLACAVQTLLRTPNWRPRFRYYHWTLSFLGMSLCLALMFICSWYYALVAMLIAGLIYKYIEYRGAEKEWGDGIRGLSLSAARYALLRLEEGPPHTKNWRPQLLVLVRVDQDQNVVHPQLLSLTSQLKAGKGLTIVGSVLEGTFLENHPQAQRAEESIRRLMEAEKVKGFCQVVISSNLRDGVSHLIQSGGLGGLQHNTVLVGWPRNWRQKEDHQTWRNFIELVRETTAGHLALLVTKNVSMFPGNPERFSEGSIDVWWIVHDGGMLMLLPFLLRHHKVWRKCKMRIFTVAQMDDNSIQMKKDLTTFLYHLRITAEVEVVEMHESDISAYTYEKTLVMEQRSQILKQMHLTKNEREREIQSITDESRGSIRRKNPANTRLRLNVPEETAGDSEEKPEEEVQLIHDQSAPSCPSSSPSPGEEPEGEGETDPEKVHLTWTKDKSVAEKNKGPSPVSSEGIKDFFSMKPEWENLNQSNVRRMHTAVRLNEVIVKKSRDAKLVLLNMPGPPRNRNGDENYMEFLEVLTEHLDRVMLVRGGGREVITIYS
TRPML3 ag – human TRPML3 channel agonists, primary screen, cell-based, HEK293 TRPML3-YFP, Fluo-8 calcium fluorescence, 3 µM; Mucolipin-3 (Homo sapiens), Q8TDD5; 100% = the carbachol control signal; activation, % at 3 µM; 220,000 tested, 0.29% active; AID 1448, 2008;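 active = activation above its plate's cutoff, the mean activation of the plate's test wells plus 3 SD, cut at about 12% in these data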;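 also: 0% = DMSO only wells and 100% = carbachol wells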
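Test system: TRPML3-YFP stable HEK293 cells. Doses: single point at 3 µM. Incubation: dye loading 1 h 37 °C then 30 min ambient, 125 s read. Signal: Fluo-8 calcium dye fluorescence, ex 470-495, em 515-575 nm. Measure: percent activation from peak-to-basal fluorescence ratio, scaled between DMSO and carbachol.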
zfTRPN1 agonist – zebrafish TRPN1 channel agonists, primary screen, cell-based, HEK293, calcium fluorescence; transient receptor potential cation channel N1 (TRPN1/NompC), Danio rerio; HEK293 zebrafish TRPN1-YFP, Fluo-8 calcium fluorescence; 100% = response to 87 µM carbachol; activation, % at 3 µM; 220,000 tested, 0.18% active;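 active = activation above its plate's cutoff, the mean activation of test wells on that plate plus 3 SD, cut at about 19% in these data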;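 also: 0% = DMSO alone and 100% = 87 µM carbachol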
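Control set: carbachol 87 µM as high control, DMSO as low control; system: HEK293 stable line with zebrafish TRPN1-YFP; read-out: % activation versus carbachol response; detection: intracellular calcium fluorescence with Fluo-8; doses: single test compound dose, 3 µM nominal, 0.3% DMSO; schedule: dye 1 h 37 °C plus 30 min RT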
Furin inhibitor – human furin inhibitors, primary screen, biochemical, fluorescence intensity; inhibition, % at 30 µM; 220,000 tested, 0.061% active; AID 463115, 2010; purified furin, fluorogenic substrate cleavage; in the data active = inhibition above about 25%; also: inactives centre near -15
* = called active by the depositor; · = not tested or not shown; [ ] = dose if it differs, or a comment.

SMILES	EBV gp42 inh	TbHK1 inh	Thrombin inh	PPC-1+TRAIL kill	m-calpain inh	KCC2 mod	TRPML3 ag	zfTRPN1 agonist	Furin inhibitor
CCn1cc(CNC(=O)c2cc(COc3ccc(F)cc3Cl)on2)cn1	-22	1	-5	·	-16	-2.7	1.9	3.9	-31
COCCNC(=O)CSc1nc2cc(OC)c(OC)cc2c(=O)n1Cc1ccco1	0	-3	-7	4	-36	0.021	-0.1	0.9	-18
C#CCOCCOCCOCCNc1nc(N2CCN(C(=O)[C@H]([C@@H](C)CC)n3cc([C@@H](N)Cc4ccc(O)cc4)nn3)CC2)nc(N2CCN(C(=O)[C@H](CCCCN)n3cc([C@@H](N)CC(C)C)nn3)CC2)n1	-12	2	2	0	-29	0.67	0.3	0.0	-21
N#Cc1cn(CCOc2ccc(F)cc2)c2ccccc12	3	8	2	7	-6	-0.18	0.1	-1.1	-25[20 µM]
COc1ccc(NC(=S)NC(NC(=O)c2cccc(Cl)c2)C(Cl)(Cl)Cl)c([N+](=O)[O-])c1 (stereo not drawn)	7	5	2	-6	18	0.69	7.1	4.7	-20[20 µM]
COC(=O)c1cc(O)cc(OC)c1Oc1cc(C)cc(O)c1C(=O)O	-6	36	4	-1	2	0.15	·	·	-27
CCc1cc(CNC(=O)CCc2nnc(Cc3cccc(C)c3)o2)on1	-7	-6	-4	1	-8	0.35	0.5	0.6	-20
S=C(NCC1COc2ccccc2O1)Nc1ccc(Br)cc1 (stereo not drawn)	19	1	-2	9	18	0.17	7.3	10	-21
COC(=O)[C@@]1(Cc2ccccc2)[C@@H]2C(=CC(=O)[C@H]2CC(=O)C(=O)N(C)C)CN1C(=O)c1ccccc1	0	0	-6	4	-45	1	0.9	0.5	-11
CC(=O)Nc1ccc(S(=O)(=O)NC2(C(F)(F)F)C(=O)Nc3c2c(=O)[nH]c(=O)n3Cc2cccnc2)cc1 (stereo not drawn)	6	-20	-5	-14	-8	·	0.8	1.3	-21
CC(O)CN1CC(O)=C(c2nc3ccccc3s2)C1=N (stereo not drawn)	-15	-23	9	14	-34	0.82	1.0	2.4	-23
Cc1nn(Cc2ccc(Cl)cc2)c(C)c1NC(=O)/C=C/c1cnn(C)c1	-5	-6	14	22	18	0.022	0.7	1.3	-11
O=C(Oc1cccnc1)c1cccc(Cl)c1	-24	1	1	15	-21	-0.016	1.0	1.1	-13
Cn1c(=O)c2c(nc(CN3CCN(Cc4ccccc4)CC3)n2CCN2CCOCC2)n(C)c1=O	-9	0	1	24	13	0.64	-0.3	-0.2	-28
COc1ccc(OCc2nnc(SCC(=O)c3ccccc3)o2)cc1	11	3	4	0	29	·	-0.1	-1.8	-6
CC(=O)Oc1ccc2oc(C)c(C(=O)N3CCOCC3)c2c1	-8	7	-2	-8	-14	-0.25	-0.4	0.0	-7
O=C(CCN1CCOCC1)NNC(=S)NC(=O)c1ccc(Br)cc1	-5	7	33	12	32	1.4	0.3	1.0	-1
CC(C)NC(=O)C1CCN(c2ccc(S(=O)(=O)N3CCOCC3)cc2Cl)CC1	-13	-1	-1	0	8	0.49	0.4	2.8	-1
CCOC(=O)C1=C(c2ccccc2)NC(=S)NC1C (stereo not drawn)	-8	-7	1	8	14	-0.79	-0.3	0.9	-3[20 µM]
CC(=O)c1ccc(NC(=O)C2CCCN2S(=O)(=O)c2ccc(F)cc2)cc1 (stereo not drawn)	-12	1	1	36	-9	1.2	1.0	2.5	-21
COc1ccc(CN(Cc2cccn2C)S(=O)(=O)c2cccc(C(F)(F)F)c2)cc1	-9	9	-7	6	9	-1	1.6	2.1	-5
CCOC(=O)c1c(NC(=O)NC(C)(C)C)sc2c1CCN(C)C2	-2	-18	-1	5	-14	0.94	0.1	1.1	-18
COCCNC(=O)CCCCCNS(=O)(=O)c1ccc(C)cc1	-10	-5	-6	9	-10	0.59	-0.5	-1.2	-34
Cc1cc(N)n2ncc(-c3ccc(Cl)cc3)c2n1	11	-18	-3	24	-40	-0.85	1.1	0.3	-20[20 µM]
CC1CC(C)CN(CCOc2ccc(Br)cc2)C1 (stereo not drawn)	-19	11	-2	2	23	0.63	0.3	1.6	-3
Cc1cc2cc(CCNC(=O)C3c4ccccc4Oc4ccccc43)c(=O)[nH]c2cc1C	-8	-12	1	-9	-21	-1	0.6	0.6	-4
O=C(Cn1cncn1)N1CCN(c2ccc(F)cc2)CC1	-4	0	1	7	16	1.4	0.8	1.9	-36
O=C(CCCOc1ccccc1)Nc1ncccn1	-9	1	-5	26	23	-0.34	0.5	0.0	-8
CCCCC(CC)C(=O)Nc1ccccc1C#N (stereo not drawn)	-14	-7	1	10	-11	-1.2	-0.1	-0.3	-24[20 µM]
Cc1cccc(C(=O)NC(=S)NNC(=O)c2cccs2)c1	-3	-19	-1	18	8	34*	4.5	4.7	-13
CC1=Nc2cc(C(=O)O)ccc2Sc2c(C)ccc(C)c21	-5	20	6	-1	12	0.29	0.4	1.4	-17
O=C(Nc1ccccc1)ON=C1CCCC1	-9	0	0	19	-1	0.46	0.1	1.0	-16
CCOCC(=O)N1CCN(c2cccc(Cl)c2)CC1	3	1	0	-7	-21	-0.039	0.9	0.4	-34
Cc1cc(C(=O)Nc2sc(C)c(C)c2C#N)c(C)o1	-11	-5	-7	26	-49	·	-0.2	-0.2	-21[20 µM]
NNc1nc(-c2ccccc2)nc2sc3c(c12)CCCC3	-6	-5	-6	21	18	-0.34	1.0	0.2	-12
CCOC(=O)C1=C(O)/C(=C\c2cc(C)n(-c3ccccc3F)c2C)N=C1C	9	-7	-5	·	17	-0.21	0.0	-0.6	-6
COc1ccc(C(=O)NC2CCCc3ccccc32)cc1S(=O)(=O)N1CCOCC1 (stereo not drawn)	-15	-6	-9	-1	-11	1.3	1.7	-0.6	-16
O=C(COc1ccc([N+](=O)[O-])cc1)Nc1ccc(C(=O)NCc2cccnc2)cc1	0	-3	0	8	44	·	1.4	2.5	0[20 µM]
Cc1ccc2[nH]c(=O)c(CN(Cc3cccs3)S(=O)(=O)c3ccc4c(c3)OCCO4)cc2c1	4	4	1	5	-5	-0.77	0.6	2.1	-14
Cc1ccc(Cn2c(SC(C)C(N)=O)nc3ccccc3c2=O)cc1 (stereo not drawn)	-4	-2	-19	19	-9	8.6*	0.3	-0.4	-24
Cc1nc(NCc2ccc3c(c2)OCO3)c2nnn(Cc3ccccc3)c2n1	-15	0	0	-1	-5	1.4	0.0	-1.1	-12
CN(C(=O)c1ccco1)c1nc2c(s1)CCCC2	-14	-15	-4	48	3	·	0.4	0.2	-17[20 µM]
NC(=O)c1ccc[n+](Cc2ccccc2)c1	4	5	-11	1	12	-1.3	1.2	0.1	-13
COc1cccc(NC(=O)c2cccnc2)c1	-21	-2	3	13	7	·	1.0	1.5	-21
CCC(C)NC(=O)c1ccc(CS(=O)(=O)Cc2ccc(Cl)cc2)o1 (stereo not drawn)	-12	-7	-1	8	-36	·	0.8	-1.3	-18[20 µM]
Cc1ccc(C2=NN=C(NC(=O)CSc3nc(C)cc(C)n3)SC2)cc1	-7	-15	-12	29	-35	0.43	0.0	-2.0	-8
COC(=O)c1cn(Nc2ncc(C(F)(F)F)cc2Cl)c(=O)c2ccccc12	-3	-4	-1	-2	-17	-0.32	0.3	-0.5	-24[20 µM]
O=C(/C=C/c1ccc(F)cc1)N1CCN(c2ncccn2)CC1	3	-5	0	-1	-25	0.34	0.9	0.1	-19
COC(=O)c1cccc(CSc2nnc(C)s2)c1	-8	1	1	19	-4	1.3	-0.1	-1.5	-4
O=C(Nc1ccc(Cl)c(Cl)c1)Nc1ccccc1O	-6	7	-1	31	11	-1.2	3.5	7.7	-11

Further entries.
SMILES	EBV gp42 inh	TbHK1 inh	Thrombin inh	PPC-1+TRAIL kill	m-calpain inh	KCC2 mod	TRPML3 ag	zfTRPN1 agonist	Furin inhibitor
O=C(COC(=O)c1ccc([N+](=O)[O-])s1)NC(=O)NCc1ccccc1	-2	-7	-8	28	0	-0.061	0.7	1.1	-11
COc1cccc(-c2c(C#N)c(SC)nc3cc(C)nn23)c1	-2	-8	-7	9	-19	0.028	0.1	0.0	-20
CC(/C=N\N1CCN(c2ccc(Cl)cc2)CC1)=C\c1ccccc1	7	-15	-5	18	-29	·	1.0	1.2	-17[20 µM]
COC(=O)c1sc(N)c(C(=O)OC)c1CSc1nnnn1C	1	-19	1	15	-35	0.06	0.4	0.0	-15
CCOC(=O)N1CCN(C(=O)C2CCN(S(=O)(=O)c3ccc(Br)s3)CC2)CC1	8	-7	-3	-23	23	·	1.2	0.1	-18[20 µM]
CN(C)S(=O)(=O)Oc1ccc(Cl)cc1C(=O)Nc1cccc(C(F)(F)F)c1	7	1	-4	20	-7	1	-0.5	-0.8	-10
O=C(NC1CC1)C1=C[C@@H](c2ccc(Br)cc2)C[C@@H](OCc2ccc(CO)cc2)O1	1	-13	-6	0	-12	-0.38	·	·	-29
COc1ccccc1N(CC(=O)NCc1ccccn1)S(C)(=O)=O	8	2	0	10	-24	-0.27	0.4	1.7	-7[20 µM]
COCCNC(=O)/C(C#N)=C/c1ccc(O)cc1	-5	-40	-2	-1	17	0.64	0.2	2.4	-3
COc1ccc(NC(=O)N2CCN(c3cccc(C(F)(F)F)c3)CC2)cc1	-13	1	4	12	-4	·	1.6	3.9	6[20 µM]
CCCc1cc(=O)c2c(O)ccc(OC)c2o1	-7	-21	-4	-2	-8	·	-0.2	-0.8	-12
Cc1nc(SCN2C(=O)c3ccccc3C2=O)n[nH]1	0	-3	-4	16	-2	-0.033	0.1	1.2	-12
